Compound activity: PubChem, National Center for Advancing Translational Sciences (NCATS)
ELG1 genotox: inducers of genotoxicity in HEK293T ELG1-luciferase cells. HEK293T ELG1-luciferase reporter, luminescence, 16 h. Potency, µM (highest dose often 46 µM), for inactives: at the top dose activity change, positive = activation, actives largely listed as activators. hit rate 1.3% among 330,000. AID 504466; note: % of control where 0% means no effect; nearly all actives have a fitted effect of over 60% in size
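HEK293T cells expressing luciferase-tagged ELG1 were treated with compound or DMSO for 16 hr at 37°C. Luciferase activity was then read after 30 min with ONE-Glo at room temperature; rising signal flags genetic stress.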
Rab9 promoter act: activators of Rab9 promoter. AID 485297. Potency, µM (titrated, usually from 9.22 µM), for the others: top-dose activation, negative = inhibition, most hits filed as activators. Huh7 Rab9 promoter-luciferase reporter, luminescence, 24 h. hit rate 2.8% among 320,000; note: % of control where 0% means no effect; nearly all actives have a fitted effect of over 60% in size
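Rab9 promoter-driven luciferase in stably transfected Huh7 cells; 1500 cells/well rested 2 h, exposed to compound in DMSO for 24 h at 37 °C, 5% CO2. Luminescence read 10 min after adding luciferase reagent at ambient temperature.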
RORgamma inh: ROR gamma (mouse) transcription inhibition; P51450; Drosophila S2 Gal4-RORgamma UAS-luciferase reporter, 20 h; Potency, µM (titrated, usually from 53.6 µM), for inactives: at the top dose activity change, negative = inhibition, actives largely listed as inhibitors; hit rate 5.4% among 310,000; AID 2551; note: % is set by controls: 0 for no effect and ±100 for the full control effect; nearly all actives have a fitted effect of over 60% in size
Target sequence (P51450 whole entry, looked up, the tested form may be a part): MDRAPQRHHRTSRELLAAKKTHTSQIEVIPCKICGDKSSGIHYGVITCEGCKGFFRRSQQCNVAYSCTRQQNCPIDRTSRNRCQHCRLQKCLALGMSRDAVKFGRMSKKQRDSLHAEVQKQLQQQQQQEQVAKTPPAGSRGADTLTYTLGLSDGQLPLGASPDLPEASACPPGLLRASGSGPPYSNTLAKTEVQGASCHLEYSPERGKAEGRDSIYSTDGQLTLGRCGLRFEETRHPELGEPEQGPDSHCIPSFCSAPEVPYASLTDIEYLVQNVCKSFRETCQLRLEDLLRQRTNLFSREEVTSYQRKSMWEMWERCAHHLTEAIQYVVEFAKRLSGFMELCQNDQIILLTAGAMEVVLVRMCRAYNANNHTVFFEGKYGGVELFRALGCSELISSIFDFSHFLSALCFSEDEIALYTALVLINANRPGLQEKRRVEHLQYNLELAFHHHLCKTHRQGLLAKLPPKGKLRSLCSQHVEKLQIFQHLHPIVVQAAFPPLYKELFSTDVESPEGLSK
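Stable Schneider cell line, Gal4 DNA-binding domain fused to ROR gamma, UAS-luciferase. Cmpd 1 hr RT → CuSO4 700 uM final → 20 hr RT → luciferase reagent 10 min → luminescence.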
p53 reactivator: restores transcriptional activity of mutant p53; H1299 p53-A138V BP100-luciferase reporter, luminescence, 24 h; Potency, µM (titrated, usually from 92.2 µM), without a hit: at the top dose activity change, positive = activation, actives largely listed as activators; hit rate 0.063% among 320,000; AID 504706; note: % of control where 0% means no effect; nearly all actives have a fitted effect of over 45% in size
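p53-null H1299 cells stably carrying temperature-sensitive p53-A138V and a BP100-luciferase reporter were pinned with compounds (4-point, 1:5 series) and held 24 hrs at 37 deg C. Luminescence was read 10 min after detection reagent.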
BRCA1 expr act: BRCA1 expression activation. AID 624202. hit rate 1.1% among 380,000. Potency, µM (series often up to 46.1 µM), for the others: at the highest dose activation, actives largely listed as activators. MCF7-BRCA1-FFLuc reporter, luminescence, 48 h; response scale: scaled: vehicle 0%, 10 µM genistein 100%; note: nearly all actives have a fitted effect of over 80% in size; some results filed as inactive show a strong effect at the top dose
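Using MCF7 cells harboring a BRCA1 firefly luciferase reporter, plated 2 h before compound pinning, the screen measured luminescence after 48 h incubation. Responses were normalized to DMSO and 10 microM genistein, then fitted for concentration-effect.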
NPC1 promoter act: activates the NPC1 promoter; Huh7 NPC1 promoter luciferase reporter, 24 h; Potency, µM (doses to about 9.22 µM), for inactives: at the highest dose activation, usual class: activators; hit rate 2.4% among 320,000; AID 485313;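 note: % of control where 0% means no effect; nearly all actives have a fitted effect of over 60% in size; reporter is driven by a mutant NPC1 promoter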
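Huh7 cells stably carrying NPC1 promoter–luciferase, plated in Opti-MEM with 10% FBS for 2 h, were exposed to compound in DMSO for 24 h at 37 °C; luciferase reagent was added for 10 min and luminescence read.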
Gal4-VP16 FLuc: inhibits Gal4-VP16 luciferase reporter, ROR gamma counter-screen; Drosophila S2 Gal4-VP16 UAS-luciferase, luminescence, 20 h; Potency, µM (titrated, usually from 53.6 µM), for inactives: at the highest dose activity, negative = inhibition, actives largely listed as inhibitors; hit rate 3.5% among 310,000; AID 2546;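 note: Gal4-VP16 expression switched on by copper sulfate through the metallothionein promoter; % is set by controls: 0 for no effect and ±100 for the full control effect; nearly all actives have a fitted effect of over 50% in size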
* marks the source's active call; other numbers are inactive results; ? = inconclusive; . = not tested or not shown; [ ] = another dose, or the depositor's remark. Calls come from the whole dose curve; as a rule, active = well fitted curve in the direction sought with a large enough effect; inconclusive = small, poorly fitted or top-dose-only effect, or another doubt; inactive = no such curve, though single readings can be large; an effect the other way counts as inactive or inconclusive. Potency is the fitted concentration of half-maximal effect.

SMILES | ELG1 genotox | Rab9 promoter act | RORgamma inh | p53 reactivator | BRCA1 expr act | NPC1 promoter act | Gal4-VP16 FLuc
COC(=O)[C@@]1(Cc2ccc(OC)cc2)[C@H]2c3cc(C(=O)N4CCCC4)n(Cc4cc(C)n(C)n4)c3C[C@H]2CN1C(=O)c1ccccc1 | . | . | 3% | . | -29% | . | 1%
C=C1OC(CO)(n2cnc3c(N)ncnc32)C(O)C1O (stereo not drawn) | . | . | -11% | . | 15% | . | 6%
CN[C@H](C)CCC=C(C)C | . | . | 2% | . | -8% | . | -11%
CN1c2c(nc(N)[nH]c2=O)NCC1CNc1ccc(C(=O)NC(CCC(=O)O)C(=O)O)cc1 (stereo not drawn) | . | . | 14% | . | 12% | . | -2%
O=S(=O)(O)c1ccc2c(N=Nc3ccc(S(=O)(=O)O)c4ccccc34)c(O)c(S(=O)(=O)O)cc2c1 | . | . | -21%[10 µM] | . | -18% | . | ?
Cc1cccc(COC[C@H](Cc2ccccc2)N2CCN(C(=O)c3cccc(C)c3)CCC2=O)c1 | . | . | 4% | . | -9% | . | -10%
CC(CN1CC(=O)NC(=O)C1)N1CC(=O)NC(=O)C1 (stereo not drawn) | . | . | -18%[10 µM] | . | -7% | . | 0%
O=S(=O)(Nc1cccc2cccnc12)c1ccc2ccccc2c1 | . | . | 5.6µM* | . | -62% | . | 0.63µM*
COC(=O)[C@@]1(Cc2ccc(F)cc2)[C@H]2c3cc(C(=O)N(C)C)n(C)c3C[C@H]2CN1C(=O)c1ccccc1 | . | . | -5% | . | -8% | . | -15%
COC(=O)[C@@]1(Cc2ccc(F)cc2)[C@H]2c3cc(C(=O)N4CCCC4)n(Cc4ccc(OC(F)(F)F)cc4)c3C[C@H]2CN1C(=O)c1ccccc1 | . | . | 22% | . | -58% | . | -11%
CN1CC[C@H](CN2c3ccccc3Sc3ccccc32)C1 | . | . | -12%[10 µM] | . | -22% | . | 0%
COCc1cc(O)c(O)c(O)c1-c1c(COC)cc(O)c(O)c1O | . | . | -40% | . | -15% | . | -19%
CC1CN(S(=O)(=O)c2cccc3cnccc23)CCN1 (stereo not drawn) | . | -6%[46.1 µM] | . | . | . | 6%[46.1 µM] | .
C#CC(N)CCC(=O)O (stereo not drawn) | . | -2%[46.1 µM] | . | . | . | 1%[46.1 µM] | .
COc1ccc2c(c1)c(CC(=O)O)c(C)n2C(=O)c1ccccc1 | . | -3%[46.1 µM] | . | . | . | 0%[46.1 µM] | .
NC(=S)c1ccc[n+]([C@@H]2O[C@@H](COP(=O)([O-])OP(=O)(O)OC[C@H]3O[C@@H](n4cnc5c(N)ncnc54)[C@H](OP(=O)(O)O)[C@@H]3O)C(O)C2O)c1 (stereo partly drawn) | . | -6%[46.1 µM] | . | . | . | 3%[46.1 µM] | .
O=C(c1ccc(Cl)cc1)N1CCN(c2ccc([N+](=O)[O-])c3ncccc23)CC1 | . | -35%[inhibitor][46.1 µM] | . | . | . | -28%[46.1 µM] | .
NC(=O)C(=O)O | . | -18%[46.1 µM] | . | . | . | -8%[46.1 µM] | .
NC1(C(=O)O)CCc2cc(C(=O)O)ccc21 (stereo not drawn) | . | -1%[46.1 µM] | . | . | . | 7%[46.1 µM] | .
O=C(Nc1nc2ccccc2n1CCN1CCOCC1)c1cccc([N+](=O)[O-])c1 | . | -2%[46.1 µM] | . | . | . | 2%[46.1 µM] | .
O=C1NC(=O)/C(=C/c2ccc(-c3ccc(F)cc3O)o2)S1 | . | 24%[46.1 µM] | . | . | . | 28%[46.1 µM] | .
Fc1ccc(C(OCCCc2cnc[nH]2)c2ccc(F)cc2)cc1 | . | -32%[inhibitor][46.1 µM] | . | . | . | -20%[46.1 µM] | .
Cc1cc(NC2CCCCC2)nc(-n2nc(C)cc2C)n1 | . | -13%[46.1 µM] | . | . | . | 2%[46.1 µM] | .
Oc1ccc(/C=C/c2ccc(/C=C/c3ccc(O)cc3)c(Br)c2)cc1 | . | -4%[46.1 µM] | . | . | . | ? | .
COc1ccc(-c2cc3ncc(C)n3c(Nc3ncccc3C(N)=O)n2)cc1OC | . | -17%[46.1 µM] | . | . | . | -10%[46.1 µM] | .

Ordered by SMILES length (falling): 12 of the compounds above.
SMILES | ELG1 genotox | Rab9 promoter act | RORgamma inh | p53 reactivator | BRCA1 expr act | NPC1 promoter act | Gal4-VP16 FLuc
COC(=O)[C@@]1(Cc2ccc(F)cc2)[C@H]2c3cc(C(=O)N4CCCC4)n(Cc4ccc(OC(F)(F)F)cc4)c3C[C@H]2CN1C(=O)c1ccccc1 | . | . | 22% | . | -58% | . | -11%
COC(=O)[C@@]1(Cc2ccc(OC)cc2)[C@H]2c3cc(C(=O)N4CCCC4)n(Cc4cc(C)n(C)n4)c3C[C@H]2CN1C(=O)c1ccccc1 | . | . | 3% | . | -29% | . | 1%
O=S(=O)(O)c1ccc2c(N=Nc3ccc(S(=O)(=O)O)c4ccccc34)c(O)c(S(=O)(=O)O)cc2c1 | . | . | -21%[10 µM] | . | -18% | . | ?
O=C(Nc1nc2ccccc2n1CCN1CCOCC1)c1cccc([N+](=O)[O-])c1 | . | -2%[46.1 µM] | . | . | . | 2%[46.1 µM] | .
Oc1ccc(/C=C/c2ccc(/C=C/c3ccc(O)cc3)c(Br)c2)cc1 | . | -4%[46.1 µM] | . | . | . | ? | .
COCc1cc(O)c(O)c(O)c1-c1c(COC)cc(O)c(O)c1O | . | . | -40% | . | -15% | . | -19%
O=S(=O)(Nc1cccc2cccnc12)c1ccc2ccccc2c1 | . | . | 5.6µM* | . | -62% | . | 0.63µM*
CC(CN1CC(=O)NC(=O)C1)N1CC(=O)NC(=O)C1 (stereo not drawn) | . | . | -18%[10 µM] | . | -7% | . | 0%
CN1CC[C@H](CN2c3ccccc3Sc3ccccc32)C1 | . | . | -12%[10 µM] | . | -22% | . | 0%
CC1CN(S(=O)(=O)c2cccc3cnccc23)CCN1 (stereo not drawn) | . | -6%[46.1 µM] | . | . | . | 6%[46.1 µM] | .
NC1(C(=O)O)CCc2cc(C(=O)O)ccc21 (stereo not drawn) | . | -1%[46.1 µM] | . | . | . | 7%[46.1 µM] | .
NC(=O)C(=O)O | . | -18%[46.1 µM] | . | . | . | -8%[46.1 µM] | .

(list continues)
SMILES | ELG1 genotox | Rab9 promoter act | RORgamma inh | p53 reactivator | BRCA1 expr act | NPC1 promoter act | Gal4-VP16 FLuc
CC(=O)O[C@H]1CC2(C)[C@@H](C[C@@H](O)[C@H]3[C@@]4(C)CC[C@@H](O)[C@@H](C)[C@@H]4CC[C@@]32C)C1=C(CCC=C(C)C)C(=O)O (stereo partly drawn) | . | -8%[46.1 µM] | . | . | . | 2%[46.1 µM] | .
O=C1NC(=O)/C(=C/c2ccc3c(c2)OC(F)(F)O3)S1 | . | ? | . | . | . | 8.2µM* | .
CNC(=O)[C@H]1O[C@@H](n2cnc3c(NCc4ccc(N)cc4)ncnc32)[C@H](O)[C@@H]1O | . | -4%[46.1 µM] | . | . | . | 6%[46.1 µM] | .
C=C1C[C@@]23CC[C@H]4[C@@](C)(CCC[C@@]4(C)C(=O)O)[C@@H]2CC[C@]1(O)C3 | . | -5%[46.1 µM] | . | . | . | -2%[46.1 µM] | .
OC[C@H]1O[C@@H](n2cnc3c(NC4CCCCC4)ncnc32)[C@H](O)[C@@H]1O | . | 5%[46.1 µM] | . | . | . | 19%[46.1 µM] | .
Nc1ccc(CCNc2ncnc3c2ncn3C2OC(CO)C(O)C2O)cc1 (stereo not drawn) | . | 5%[46.1 µM] | . | . | . | 10%[46.1 µM] | .
C[C@]12CC[C@@H]3c4ccc(O)cc4C[C@@H](CCCCCCCCCS(=O)CCCC(F)(F)C(F)(F)F)[C@H]3[C@@H]1CC[C@@H]2O (stereo partly drawn) | . | -11%[46.1 µM] | . | . | . | -9%[46.1 µM] | .
[N-]=[N+]=Nc1ccc(C(=O)CSC[C@H](NC(=O)CC[C@H](N)C(=O)O)C(=O)NCC(=O)O)cc1 | . | -6%[46.1 µM] | . | . | . | 18%[46.1 µM] | .
CC(C)C[C@H](NC(=O)[C@H](O)[C@H](N)Cc1ccccc1)C(=O)O | . | -1%[46.1 µM] | . | . | . | 1%[46.1 µM] | .
NCC(O)C1CCCCCCC1 (stereo not drawn) | . | -3%[46.1 µM] | . | . | . | 4%[46.1 µM] | .
COc1ccccc1N1CCN(CCCCNS(=O)(=O)c2cccc3c(N(C)C)cccc23)CC1 | . | -36%[inhibitor][46.1 µM] | . | . | . | -32%[inhibitor][46.1 µM] | .
COc1ccccc1N1CCN(CCN(C(=O)c2ccc(I)cc2)c2ccccn2)CC1 | . | -34%[inhibitor][46.1 µM] | . | . | . | -27%[46.1 µM] | .
CCCCCCCCCC(=O)NC(CN1CCOCC1)[C@H](O)c1ccccc1 (stereo partly drawn) | . | -15%[46.1 µM] | . | . | . | -17%[46.1 µM] | .
CO/S(=N\S(=O)(=O)c1ccc(Cl)cc1)c1ccc([N+](=O)[O-])cc1 (stereo not drawn) | . | -8%[46.1 µM] | . | . | . | 5%[46.1 µM] | .
O=C(O)CCC/C=C\C[C@@H]1[C@@H](/C=C/[C@H](O)C2Cc3ccccc3C2)[C@@H](F)C[C@@H]1O | . | ? | . | . | . | 5%[46.1 µM] | .
O=C1NC(Cc2ccc(O)cc2)c2nc3ccccc3c(=O)n2-c2ccccc21 (stereo not drawn) | 1% | . | . | -4% | . | . | .
COc1cc(S(=O)(=O)N2CCN(Cc3ccc4c(c3)OCO4)CC2)ccc1NC(C)=O | -1% | . | . | -4% | . | . | .
O=C1NC(Cc2ccccc2)c2nc3ccc(Cl)cc3c(=O)n2-c2ccccc21 (stereo not drawn) | 0% | . | . | 0% | . | . | .
CC(C)CC1NC(=O)c2ccc(Cl)cc2-n2c1nc1cc(F)ccc1c2=O (stereo not drawn) | 1% | . | . | 0% | . | . | .

Complete entries, looked up by structure. Order of values: ELG1 genotox | Rab9 promoter act | RORgamma inh | p53 reactivator | BRCA1 expr act | NPC1 promoter act | Gal4-VP16 FLuc
`O=C1NC(=O)/C(=C/c2ccc3c(c2)OC(F)(F)O3)S1` as listed: . | ? | . | . | . | 8.2µM* | .
`O=C(Nc1nc2ccccc2n1CCN1CCOCC1)c1cccc([N+](=O)[O-])c1` as listed: . | -2%[46.1 µM] | . | . | . | 2%[46.1 µM] | .

This is a subset; the hit share may differ from the screen's.
